High-throughput results (PubChem)
CSN deneddyl inh: inhibitors of human CSN-mediated cullin deneddylation; Purified CSN, SCF-Nedd8-OG deneddylation, fluorescence polarization; inhibition, % at 12.5 µM; 360,000 compounds, 0.38% hits;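 active means pattern-corrected inhibition above about 35%, with an unprinted fluorescence ratio check between 0.5 and 1.5, limit read from the data, passing the limit was not always enough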;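 further: 0% = enzyme with substrate and 100% = substrate without enzyme; some results filed as inactive read as strong as hits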
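Assay system: purified human Csn5 enzyme expressed in HEK293T cells; measure: % inhibition; also added: SCFSkp2-Nedd8OG substrate at 10 nM final; technique: fluorescence polarization; times: reaction 90 min, room temperature; medium: Tris buffer pH 7.5, NaCl, DTT, Tween-20, trehalose, ovalbumin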
Neddyl block: cullin neddylation inhibition. P61081+Q13564. TR-FRET cullin neddylation, biochemical. calls only at 25 µM. 360,000 compounds, 0.58% hits; in the data active means inhibition above about 36%
Scp-1 inhibitor: inhibitors of human Scp-1 phosphatase; AID 493091; inhibition, % at 20 µM; Q9GZU7; Recombinant Scp1, phosphopeptide, malachite green phosphate absorbance; 340,000 compounds, 0.88% hits;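 active means inhibition above about 50% at 20 µM, limit read from the data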;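 further: plate controls were DMSO wells with enzyme for no effect and wells lacking enzyme for full effect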
Target sequence (Q9GZU7 76-261 limits assumed): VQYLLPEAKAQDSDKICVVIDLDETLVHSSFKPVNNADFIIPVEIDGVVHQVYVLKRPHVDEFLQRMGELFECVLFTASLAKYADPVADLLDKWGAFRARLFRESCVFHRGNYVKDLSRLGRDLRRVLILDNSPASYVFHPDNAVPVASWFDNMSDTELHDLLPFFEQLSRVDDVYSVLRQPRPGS
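Assay system: SCP-1 catalytic fragment, aa 76-261 | Buffer or medium: Tris acetate buffer pH 5.5 with MgCl2 and Tween-20 | Compound: One concentration, 20 µM, with 1.0% DMSO | Also added: Phospho 17-mer peptide substrate | Signal: Absorbance at 630 nm | Incubation: 45 min enzyme reaction at room temperature | Measure: % inhibition of SCP-1 phosphate liberation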
DNMT1 inh: DNMT1 (human) enzyme inhibition; inhibition (reported as % activation of signal), % at 10 µM; 360,000 compounds, 0.83% hits; DNMT1 molecular beacon, Hinp1I cleavage, fluorescence; P26358; in the data active means inhibition above about 50%
Rpn11 block: blocks the human proteasome subunit Rpn11. human 26S proteasome, Ub4-pepOG fluorescence polarization; 20S core pre-blocked with epoxomicin. calls only at 20 µM. 360,000 compounds, 0.59% hits;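 active means inhibition at 20 µM, scaled to each plate's controls, above about 33%, limit read from the data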
Target sequence (O00487 whole entry, looked up): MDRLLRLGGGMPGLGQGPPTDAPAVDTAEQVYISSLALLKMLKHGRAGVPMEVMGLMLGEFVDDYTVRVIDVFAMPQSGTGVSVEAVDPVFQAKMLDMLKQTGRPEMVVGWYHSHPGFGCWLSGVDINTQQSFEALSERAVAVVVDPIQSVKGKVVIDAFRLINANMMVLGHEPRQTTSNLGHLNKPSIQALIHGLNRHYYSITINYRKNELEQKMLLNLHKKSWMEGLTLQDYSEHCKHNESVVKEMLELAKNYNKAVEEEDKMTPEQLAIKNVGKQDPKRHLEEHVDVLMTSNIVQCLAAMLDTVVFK
STEP inh: blocks human striatal-enriched tyrosine phosphatase; P54829; recombinant STEP, OMFP fluorogenic substrate, fluorescence; inhibition, % at 20 µM; 360,000 compounds, 0.25% hits; AID 588621;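 active means inhibition at 20 µM, scaled per plate between control wells, above about 37%, limit read from the data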;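 further: 0% = DMSO with enzyme and substrate and 100% = substrate only without enzyme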
Target sequence (P54829 whole entry, looked up): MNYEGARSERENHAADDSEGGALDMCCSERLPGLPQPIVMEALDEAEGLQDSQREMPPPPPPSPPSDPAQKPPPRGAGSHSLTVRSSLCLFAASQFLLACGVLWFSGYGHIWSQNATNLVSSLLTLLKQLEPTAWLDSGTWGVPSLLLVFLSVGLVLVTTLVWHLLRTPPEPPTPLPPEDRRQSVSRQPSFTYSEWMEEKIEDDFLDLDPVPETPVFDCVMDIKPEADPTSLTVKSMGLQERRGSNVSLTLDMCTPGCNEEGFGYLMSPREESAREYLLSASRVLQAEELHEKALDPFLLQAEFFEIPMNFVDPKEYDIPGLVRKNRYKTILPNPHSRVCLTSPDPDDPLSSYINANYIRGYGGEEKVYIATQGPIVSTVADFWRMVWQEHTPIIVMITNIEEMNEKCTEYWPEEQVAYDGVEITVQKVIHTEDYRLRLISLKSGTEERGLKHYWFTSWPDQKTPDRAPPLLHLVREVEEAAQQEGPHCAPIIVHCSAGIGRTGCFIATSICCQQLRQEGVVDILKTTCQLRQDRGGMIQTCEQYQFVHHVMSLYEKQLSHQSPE
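Assay system: isolated STEP enzyme / Timing: 20 min at room temperature, dark / Doses: 20 µM, 1% DMSO / Technique: fluorescence intensity, excitation 480 nm, emission 540 nm / Reagent: fluorogenic phosphatase substrate OMFP at 25 µM final / Measure: percent inhibition scaled to no-enzyme and uninhibited-enzyme controls, plate-pattern corrected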
LMPTP block: LMPTP (human) inhibition. 360,000 compounds, 0.22% hits. inhibition, % at 20 µM. P24666. recombinant LMPTP-A, OMFP fluorogenic substrate, fluorescence intensity;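 active means compounds that cut the enzyme signal by at least half of the control window in the single-dose screen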;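 further: plate controls were DMSO wells with enzyme plus substrate for no effect and substrate without enzyme for full effect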
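Assay system: LMPTP-A phosphatase enzyme | Input: 0.625 nM enzyme | Also added: Fluorogenic phosphatase substrate OMFP at 400 µM final | Compound dosing: One test concentration per compound, 20 µM, with 3% DMSO overall | Schedule: 50 min enzyme reaction at room temperature, protected from light | Signal: Fluorescence intensity | Benchmarks: no-enzyme and uninhibited controls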
Rin1-Abl PPI inh: inhibitors of human Rin1-Abl protein interaction; P00519+Q13671; TR-FRET Rin1/Abl binding, biochemical; inhibition, % at 7.35 µM; 360,000 compounds, 0.4% hits; in the data active means inhibition above about 5%, passing the limit was not always enough
SUMO1 PPI mod: SUMO1-SIM interaction modulation. P63165. SUMO1 binding to a labelled peptide, TR-FRET, 1 h. inhibition, % at 20 µM. 360,000 compounds, 0.33% hits. AID 602429; in the data active means inhibition above about 37%
NadD inh: NadD (S. aureus) enzyme inhibition; inhibition, % at 20 µM; 360,000 compounds, 0.78% hits; AID 602399; purified NadD enzyme, colorimetric absorbance read-out; in the data active means inhibition above about 26%; further: some compounds past the cut are filed as inactive
An asterisk follows results filed as active; i = inactive; . = not tested or not shown; + = active, no number.

CSN deneddyl inh | Neddyl block | Scp-1 inhibitor | DNMT1 inh | Rpn11 block | STEP inh | LMPTP block | Rin1-Abl PPI inh | SUMO1 PPI mod | NadD inh | smiles
-3 | i | 0 | -3 | i | -1 | 0.3 | 2 | 12 | -2 | COc1ccc(N2CCN(C(=O)c3ccc(S(=O)(=O)NCc4ccco4)cc3)CC2)cc1
5 | . | -3 | -10 | i | -2 | 0.5 | -5 | 7 | 4 | Cc1csc(NC(=O)CCc2c(C)nc3cc(-c4cccc(F)c4)nn3c2C)n1
-7 | i | -4 | -8 | i | -1 | 41 | 0 | -19 | 6 | O=[N+]([O-])c1cccc(N/N=C/c2cc([N+](=O)[O-])ccc2O)c1
-1 | i | -8 | -1 | i | -3 | -0.8 | -1 | -4 | -3 | CN(C1CCS(=O)(=O)C1)S(=O)(=O)c1ccc(N2CCCC2=O)cc1 (centres undefined)
2 | i | 4 | -13 | i | 3 | -0.6 | 0 | 0 | 6 | CC(OC(=O)c1ccc(NC(=O)CC#N)cc1)C(=O)Nc1ccc2c(c1)OCCO2 (centres undefined)
-4 | i | -9 | 1 | i | -1 | 0.7 | -7 | -28 | -1 | Cc1ccc2nc(Cl)c(/C=N/NC(=O)CN3CCOCC3)cc2c1
0 | i | 12 | 11 | i | -2 | 0.1 | -1 | -6 | 8 | COc1ccc(Sc2nc3ccccc3n3c(C(F)(F)F)nnc23)cc1
3 | i | -8 | -5 | i | 1 | -1.7 | 2 | 4 | -8 | COc1cc(C(=S)N2CCCC2)cc(OC)c1O
0 | i | -2 | 0 | i | -4 | 0.2 | -2 | -1 | 2 | CCc1nnc(NC(=O)c2ccncc2)s1
0 | i | -5 | 1 | i | 3 | 0.4 | 2 | 1 | 2 | COc1ccc(OC)c(NC(=O)CCn2c(=S)[nH]c3ccccc3c2=O)c1
-6 | i | -2 | -5 | i | -1 | 0.6 | -1 | 1 | -1 | CN(C)c1ccc(Nc2ncnc3ccc(Br)cc23)cc1
11 | i | -7 | 0 | i | -4 | 0.8 | 1 | 0 | -13 | Cc1ccccc1OCc1ccc(C(=O)N2CCOCC2)o1

Next section.
CSN deneddyl inh | Neddyl block | Scp-1 inhibitor | DNMT1 inh | Rpn11 block | STEP inh | LMPTP block | Rin1-Abl PPI inh | SUMO1 PPI mod | NadD inh | smiles
-1 | . | -3 | -2 | i | 3 | 1.3 | 0 | -6 | 6 | CCOC(=O)c1cc2cc(C)ccc2[nH]1
1 | i | -1 | -1 | i | 0 | 1.1 | -1 | -2 | -7 | COc1ccc(NC(=O)C(=O)NCCN2CCN(C(=O)c3ccc(C)cc3)CC2)cc1
-4 | i | -17 | -1 | i | 1 | 0.5 | -2 | 1 | 1 | O=C(COC(=O)c1ccc[nH]c1=O)NCCc1ccc(Cl)cc1Cl
0 | i | -12 | 2 | i | -2 | -1.0 | 1 | -4 | 1 | O=C(CCNC(=O)c1ccccc1)NCCCc1ccccc1
-3 | i | 4 | 2 | i | 8 | -0.3 | -2 | -2 | 2 | COC(=O)C1=C(N)Oc2cc(C)n(Cc3cccnc3)c(=O)c2C1c1ccc(OC)c(OC)c1OC (centres undefined)
2 | i | -5 | -4 | i | 3 | 1.2 | 1 | 5 | -6 | COCC(C)n1c(SCc2ccc(OC)c(F)c2)nc2ccccc2c1=O (centres undefined)
-4 | i | -15 | -1 | i | -2 | 1.0 | 0 | 6 | -7 | Cc1onc(-c2c(Cl)cccc2Cl)c1C(O)c1ccc(F)cc1 (centres undefined)
-4 | i | -3 | -4 | i | 1 | -0.5 | 4 | -3 | -2 | CCCC(=O)Nc1c(O)c2ccccc2[nH]c1=O
3 | i | 6 | -2 | i | 0 | -0.2 | 2 | 1 | -5 | CCCc1nnc(NC(=O)C23CC4CC(CC(C4)C2)C3)s1
1 | i | -5 | 1 | i | -4 | -1.3 | -1 | 0 | -9 | CCn1cc(CN2CCC(n3nccc3NC(=O)c3ccccc3C)CC2)c(C)n1
0 | i | -5 | 2 | i | -1 | -0.7 | 0 | 0 | -2 | O=C(CN1CCN(c2ccccc2F)CC1)c1ccc(O)cc1O
5 | i | -5 | -1 | i | -4 | 0.2 | 1 | 7 | -6 | CC(=O)c1c(C)[nH]c(C(=O)OCC(=O)N2CCN(S(=O)(=O)c3ccc(C)cc3)CC2)c1C

Whole records from above. Order of screens: CSN deneddyl inh, Neddyl block, Scp-1 inhibitor, DNMT1 inh, Rpn11 block, STEP inh, LMPTP block, Rin1-Abl PPI inh, SUMO1 PPI mod, NadD inh
CCCc1nnc(NC(=O)C23CC4CC(CC(C4)C2)C3)s1 across the screens: 3, i, 6, -2, i, 0, -0.2, 2, 1, -5
CCCC(=O)Nc1c(O)c2ccccc2[nH]c1=O across the screens: -4, i, -3, -4, i, 1, -0.5, 4, -3, -2

(list continues)
CSN deneddyl inh | Neddyl block | Scp-1 inhibitor | DNMT1 inh | Rpn11 block | STEP inh | LMPTP block | Rin1-Abl PPI inh | SUMO1 PPI mod | NadD inh | smiles
-1 | i | 4 | 0 | i | 3 | -1.0 | -4 | 4 | -5 | CCCCN(C)C(=O)c1nc2ccccn2c1CNCCCn1ncc2ccccc21
5 | i | 1 | 7 | i | 3 | -1.8 | 1 | 1 | -5 | O=C(O)c1cccc2c1C(=O)N(Cc1ccccc1)C2
3 | + | -7 | -15 | i | 2 | 5.8 | -3 | -3 | 17 | COc1cc(/C=N/NC(=O)c2nnn(-c3nonc3N)c2C(C)C)ccc1OCc1ccccc1
-2 | i | 3 | 1 | i | 1 | -0.6 | 2 | 0 | -5 | O=c1[nH]c(=O)n(-c2ccc(F)cc2)c2c1C(C(F)(F)F)(C(F)(F)F)N=C(c1ccc(F)cc1)N2
2 | i | -3 | -1 | i | -4 | -1.4 | -2 | -8 | -8 | COC(=O)c1cn(CCC#N)nc1-c1ccc2ccccc2c1
-5 | i | 12 | -7 | i | -1 | 0.9 | -1 | 0 | 1 | CCN(c1ccc(NC(=O)COC(=O)c2ccc(C)c(S(=O)(=O)N3CCOCC3)c2)cc1)C(C)C
-2 | i | 12 | 4 | i | -1 | 1.1 | 5 | -2 | -3 | CC(=O)c1cccc(NC(=O)N2CCCC2C(=O)NCc2ccccc2)c1 (centres undefined)
-1 | i | 4 | 2 | i | 2 | -1.0 | -2 | 4 | 2 | CCn1cc(C(=O)Nc2ccc(OC)c(OC)c2)c2cc(OC)c(OC)cc2c1=O
2 | i | -12 | -2 | i | 3 | 1.0 | 0 | -4 | 5 | Cc1nn(CC(O)COc2ccc3c(c2)CCC3)c(C)c1C (centres undefined)
-9 | i | 11 | 0 | i | -4 | 0.1 | 0 | 15 | 2 | O=C(CN1CCCCC1)Nc1cccc(Cl)c1
7 | i | -5 | -6 | i | 0 | -0.4 | -4 | -2 | 0 | CCCSc1nnc(NC(=O)Nc2ccccc2)s1
-1 | i | 0 | 1 | i | 3 | -1.0 | 0 | -33 | -3 | OCC1OC(n2cnc3c(/C=C(\O)c4ccccc4)ncnc32)C(O)C1O (centres undefined)

The list goes on.
CSN deneddyl inh | Neddyl block | Scp-1 inhibitor | DNMT1 inh | Rpn11 block | STEP inh | LMPTP block | Rin1-Abl PPI inh | SUMO1 PPI mod | NadD inh | smiles
1 | i | -5 | -15 | i | -2 | 1.6 | 1 | 0 | 3 | O=C(NC1C(=O)NNC1c1ccc(Cl)cc1)c1ccc(F)cc1 (centres undefined)
24 | i | 10 | 29 | + | 11 | 89* | -18 | -61 | 2 | CN(C)c1ccc(C=c2c3ccccc3n3c2cc(-c2ccccc2)[n+]3C)cc1
-7 | i | -4 | -1 | i | 3 | -2.3 | -1 | 3 | -6 | Cc1ccc(NC(=O)CN(C)CC(=O)Nc2ccccc2Oc2ccccc2)cc1
1 | i | -9 | -1 | i | -3 | -1.1 | -1 | -2 | -2 | CC(C)CC(=O)N1CCC(O)(CS(=O)(=O)Cc2ccc(Cl)cc2)CC1
3 | i | -4 | 1 | i | -4 | -2.9 | -1 | 0 | 0 | NC1C=CC=C(C(=O)O)C1 (centres undefined)
-2 | i | -3 | 3 | i | -2 | -1.4 | 4 | 3 | -1 | O=C(NCc1cccs1)c1cc(-c2ccccc2)nn1CC1CC(c2cccnc2)=NO1 (centres undefined)
4 | i | 1 | -2 | i | 3 | 5.6 | 0 | 0 | 2 | Cc1noc(C)c1C(=O)Nc1cccc2ncccc12
1 | i | -8 | 2 | i | 3 | -2.2 | 2 | 3 | 1 | NC(=O)C1CCCN(S(=O)(=O)c2ccccc2)C1 (centres undefined)
2 | i | 1 | 0 | i | 0 | -0.9 | 4 | 0 | -7 | COc1ccc(OC)c(C(=O)COC(=O)CNC(=O)c2ccccc2)c1
-9 | i | -5 | -4 | i | -1 | 1.6 | 0 | 6 | 9 | CCc1c(C)[nH]n(-c2nc(-c3ccccc3)cs2)c1=O
-4 | i | -11 | -6 | i | -4 | 1.3 | -4 | 6 | -5 | COc1ccc(NC(=O)c2ccco2)cc1NC(=O)c1ccc(Br)o1
-8 | i | -13 | 2 | i | -1 | 4.4 | -4 | -1 | -4 | CCN(Cc1ccccc1)S(=O)(=O)c1cc(C(=O)NC2CCCCCC2)ccc1OC

Additional results follow:
CSN deneddyl inh | Neddyl block | Scp-1 inhibitor | DNMT1 inh | Rpn11 block | STEP inh | LMPTP block | Rin1-Abl PPI inh | SUMO1 PPI mod | NadD inh | smiles
6 | i | -1 | -1 | i | 0 | -0.3 | 0 | 1 | -4 | S=C(Nc1ccccc1)Nc1ccc(Br)cn1
-3 | i | 0 | 5 | i | -2 | -2.7 | -1 | -4 | 6 | O=C1c2ccccc2C(O)(Cc2ccccc2)N1CCCN1CCOCC1 (centres undefined)
-6 | i | 3 | 0 | i | 0 | -1.8 | 4 | 0 | 2 | CCCCNC(=O)CCNS(=O)(=O)c1ccc(C)cc1
5 | i | 1 | 0 | i | -2 | -1.3 | 2 | 5 | -3 | Cc1ccc(S(=O)(=O)NC(=O)c2ccc(F)cc2)c(C)c1
-1 | i | . | 2 | i | 0 | -0.7 | -1 | -2 | -5 | CCCCCc1ccc2cc(C#N)ccc2n1
-5 | i | -3 | -13 | i | 2 | 2.5 | -1 | -4 | -7 | CCC(C)(C)n1nnnc1C(c1cc2cc(OC)c(OC)cc2[nH]c1=O)N1CCc2ccccc21 (centres undefined)
0 | i | 3 | 0 | i | -2 | 31 | 0 | -5 | 1 | Cc1cccc(Nc2c3c(nc4ccccc24)CCC3)c1
-2 | i | -3 | -10 | i | 0 | -1.2 | 2 | 4 | 7 | CCOC(=O)C/C(C)=N\Nc1nc(-c2ccccc2)cs1
-1 | i | -6 | 8 | i | 0 | 1.5 | 1 | 6 | 0 | CCOC(=O)Cn1c(=O)c2c(nc3n2CCCN3CCc2ccccc2)n(C)c1=O
-2 | i | 3 | 0 | i | 2 | 1.2 | 0 | 6 | 5 | CN(C)c1ccc(C(=O)Nc2ccc(O)c3c(=O)cc(-c4ccccc4Cl)oc23)cc1
-3 | i | -7 | -1 | i | 0 | 0.2 | 1 | -13 | -5 | OCCC1CN(Cc2ccc(-n3cccn3)cc2)CCN1Cc1ccccc1 (centres undefined)
